Bioassay records deposited in PubChem BioAssay by National Center for Advancing Translational Sciences (NCATS).
KDM5B inhibitor = Primary screen for KDM5B Histone Demethylases FDH-coupled qHTS; Potency, µM (highest dose often 57.7 µM), without a hit: top-dose activity change, negative = inhibition, hits mostly inhibitors; Lysine-specific demethylase 5B (Homo sapiens), Q9UGL1; KDM5B demethylase, FDH-coupled NADH fluorescence (FDH is formaldehyde dehydrogenase); 2.6% of 220,000 active; active means well fitted inhibition curve with a large enough effect; inconclusive means small, poorly fitted or top-dose-only effect; inactive means no such curve, though single readings can be large or run the other way; further: 0% is about no effect; nearly all actives have a fitted effect of over 70% in size
Target sequence (Q9UGL1 whole entry, looked up): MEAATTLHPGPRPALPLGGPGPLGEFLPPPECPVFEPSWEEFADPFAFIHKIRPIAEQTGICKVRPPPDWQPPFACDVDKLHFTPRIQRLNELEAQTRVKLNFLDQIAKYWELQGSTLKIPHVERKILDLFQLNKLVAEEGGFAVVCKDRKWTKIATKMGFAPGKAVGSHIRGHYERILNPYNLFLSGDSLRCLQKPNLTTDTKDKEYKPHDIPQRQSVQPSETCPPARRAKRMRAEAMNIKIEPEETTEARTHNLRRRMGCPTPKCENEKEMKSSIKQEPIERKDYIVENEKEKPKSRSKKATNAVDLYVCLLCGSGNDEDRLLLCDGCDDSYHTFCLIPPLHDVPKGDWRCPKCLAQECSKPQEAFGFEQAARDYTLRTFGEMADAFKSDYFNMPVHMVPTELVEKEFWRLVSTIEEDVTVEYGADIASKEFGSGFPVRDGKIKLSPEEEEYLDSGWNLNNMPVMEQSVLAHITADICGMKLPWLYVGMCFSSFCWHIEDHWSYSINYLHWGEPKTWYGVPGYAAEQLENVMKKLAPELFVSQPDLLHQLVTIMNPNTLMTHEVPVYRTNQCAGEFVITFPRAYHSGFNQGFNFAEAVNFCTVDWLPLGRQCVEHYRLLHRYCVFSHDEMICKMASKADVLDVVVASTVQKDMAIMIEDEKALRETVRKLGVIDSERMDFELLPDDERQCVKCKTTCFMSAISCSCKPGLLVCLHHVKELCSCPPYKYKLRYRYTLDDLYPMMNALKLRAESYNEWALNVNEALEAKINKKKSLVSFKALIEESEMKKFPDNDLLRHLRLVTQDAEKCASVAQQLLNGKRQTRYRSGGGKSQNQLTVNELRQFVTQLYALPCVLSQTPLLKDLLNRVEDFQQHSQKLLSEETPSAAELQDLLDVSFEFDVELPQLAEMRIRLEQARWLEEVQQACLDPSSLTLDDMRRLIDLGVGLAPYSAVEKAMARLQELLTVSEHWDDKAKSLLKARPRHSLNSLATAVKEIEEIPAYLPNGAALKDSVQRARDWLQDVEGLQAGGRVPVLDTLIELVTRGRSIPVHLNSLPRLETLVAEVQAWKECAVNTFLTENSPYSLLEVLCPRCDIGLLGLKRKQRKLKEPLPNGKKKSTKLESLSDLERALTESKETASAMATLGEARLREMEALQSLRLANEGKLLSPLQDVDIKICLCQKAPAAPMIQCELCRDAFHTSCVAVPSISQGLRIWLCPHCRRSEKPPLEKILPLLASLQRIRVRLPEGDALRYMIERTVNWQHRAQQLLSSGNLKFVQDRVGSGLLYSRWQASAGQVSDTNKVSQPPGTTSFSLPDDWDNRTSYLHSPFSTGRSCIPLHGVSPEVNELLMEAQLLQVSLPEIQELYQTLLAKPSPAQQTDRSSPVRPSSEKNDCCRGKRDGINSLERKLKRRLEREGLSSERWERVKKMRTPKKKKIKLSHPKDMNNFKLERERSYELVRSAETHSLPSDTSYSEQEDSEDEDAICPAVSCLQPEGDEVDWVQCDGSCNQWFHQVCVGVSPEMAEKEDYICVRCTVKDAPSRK
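qHTS format, multiple compound concentrations. Buffer 50 mM HEPES pH 7.5/0.01% Tween-20; 200 nM KDM5BΔAP final; 10 min compound preincubation; substrate-mix levels 12.5 µM peptide, 25 µM α-KG, 0.25 mM NAD⁺; 30 min RT; ΔRFU.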
Numbers without * were called inactive; i = inactive; ? = inconclusive; [ ] = remark or other dose. Potency means the concentration at half of the fitted maximal effect.

molecule | KDM5B inhibitor
COC1CN(c2cccc(F)c2)C12CCN(C(=O)NCC(C)C)CC2 (stereo unspecified) | 32.2%
COCCNc1oc(-c2ccc(S(=O)(=O)N3CCCCC3)cc2)nc1C#N | i
O=S(=O)(c1ccc(NC(=S)NCc2ccco2)cc1)N1CCCCC1 | -29.7%
COc1ccc(CN2C(=O)N(c3cccc(C(F)(F)F)c3)C(=O)[C@@H]3[C@H]2CCN3C(=O)C(C)(C)C)cc1 | -10.1%
Fc1ccc(C2Cn3nnc(-c4nc(-c5ccccc5Br)no4)c3CO2)cc1 (stereo unspecified) | -23.7%
Cc1ccc(NC(=O)Cn2c(=O)c3c(ncn3Cc3ccccc3)n(Cc3ccccc3)c2=O)c(F)c1 | 15.1%
COc1cccc2c1OCC(C(=O)N1CCC(c3noc(C)n3)CC1)C2 (stereo unspecified) | -20.8%
CN(CCNC(=O)c1cc2cn(C3CC3)cc2s1)C1CCCCC1 | ?
Cc1ccc2nc(Nc3ccc(C)c(F)c3)c3nncn3c2c1 | ?
Cc1ccc2nc(/C(C#N)=C/c3cc(Br)ccc3OC(C)C)[nH]c2c1 | 5.4%
COC(=O)c1cnc(N2CCN(c3ccccn3)CC2)c2ccccc12 | ?
COc1ccccc1NC(=O)c1ccc(NC(=O)c2ccco2)cc1 | -3.5%
O=C(O)CCC(=O)N1Cc2[nH]cnc2C[C@H]1C(=O)NC1CCCCC1 | ?
O=C1CCN(C(=O)c2cc3ccccc3[nH]2)CCCCCCN1 | ?
COc1ccc(OC)c(CNC(=O)c2c(C)sc3ccn(C)c(=O)c23)c1 | -26.4%
NC(=O)c1ccc(NC(=O)C2(Cc3nc4ccccc4s3)CCCCC2)cc1 | -20.3%
CCOc1ccc(C(=O)OCc2cc(=O)n3cc(C)sc3n2)cc1 | 16.2%
Cn1cc(CN2CCc3ccccc32)ccc1=O | 10µM*
COc1cccc(NC(=O)C2(C)CN(C)Cc3ccc(NCc4ccccc4)nc32)c1 (stereo unspecified) | ?
COc1ccc(S(=O)(=O)N(CCC(N)=O)Cc2ccco2)cc1OC | 15.9%
O=C(Cn1c(=O)c2c(ncn2C2CCCC2)n(Cc2ccccc2)c1=O)N1CCCC1 | -15.0%
CCc1nnc(NC(=O)C2CC(=O)N(c3ccc(Br)c(C)c3)C2)s1 (stereo unspecified) | -0.9%
O=C(CSc1cn(CCNC(=O)c2c(F)cccc2F)c2ccccc12)Nc1ccc2c(c1)OCCO2 | -0.3%
COC(=O)CC1C(=O)NCCN1C(=O)c1n[nH]c2c1CCCC2 (stereo unspecified) | -9.6%
O=C(CSc1nc2ccccc2c2nc(=O)c(-c3ccccc3)nn12)NCc1ccc(F)cc1 | 14.3%
COc1ccc2nc(SCC(=O)N3N=C(c4ccc(C)o4)CC3c3ccco3)[nH]c2c1 (stereo unspecified) | -28.2%
Cc1cccc(NC(=O)C[C@H]2NC(=O)c3ccccc3NC2=O)n1 | 19.4%
CN1C(=O)CC[C@]2(C(=O)NCc3ccc(F)c(Cl)c3)CCCC[C@@H]12 | -4.7%
COc1ccccc1-c1cc2c(ccn2C(C)C)c(C(=O)NCc2c(C)cc(C)[nH]c2=O)n1 | ?
Cc1ccc2nc(-c3ccccc3)cc(C(=O)OCc3ccc(-c4ccccc4)cc3)c2c1 | -4.9%
CCOC(=O)c1c(C)oc2ncn(Cc3nc(-c4cccnc4)no3)c(=O)c12 | 6.6%
COc1ccc(-c2nc(CSCC(=O)N3CCN(c4ccccc4F)CC3)c(C)o2)cc1 | -10.8%
Cc1cccc(NC(=O)Nc2ccc(C)c(C)c2)n1 | 5.9%
CC1=C(C(=O)OCc2ccccc2)C(c2cccc(Cl)c2Cl)CC(=O)N1 (stereo unspecified) | ?
CN(C)C[C@@H]1CN(C)C[C@H]1NC(=O)Cc1cccc(Cl)c1 | 16.7%
O=C(CCc1ccc(O)cc1)N[C@H]1CC[C@H](Nc2nccc(-c3cccnc3)n2)C1 | ?
COc1ccc(-c2ccc3c(N)c(C(=O)NCc4ccc(Cl)cc4)sc3n2)cc1 | ?
CC1CN(C(=O)c2ccc(S(=O)(=O)Nc3ccccc3Cl)cc2)CC(C)O1 (stereo unspecified) | 33.7%
N#Cc1c(Nc2ccccc2)s[nH]c1=O | ?
Cc1oc(-c2nc(C#N)c(N(C)Cc3ccccc3)o2)cc1S(=O)(=O)N(C)C | ?
O=C(CSc1nnc(CNC(=O)c2c(F)cccc2F)o1)NCCc1ccccc1 | 0.7%
COc1ccc(OCC(=O)N2CCN(C(=O)c3cccc(OC)c3OC)CC2)cc1 | -0.8%
NC(=O)CN1C(=O)CO[C@H]2CN(Cc3ccccc3F)C[C@H]21 | -0.1%[86.2 µM]
O=C(/C=C/c1ccc(F)cc1)NNC(=O)C1CCCCC1 | 27.4%
CCOc1ccccc1NC(=O)Cn1ccn(-c2ccccc2)c(=O)c1=O | 2.6%
CCN(CC)S(=O)(=O)N1CCCC(c2nc3ccccc3o2)C1 (stereo unspecified) | 14.2%
NCCC1CCN(C(=O)Nc2ccccc2F)CC1 | 21.9%
Cc1ccc(C)c(N2CCN(C(=O)CCS(=O)(=O)c3cccc4nsnc34)CC2)c1 | -13.9%
CC(=O)n1c(-c2ccccc2)c(-c2ccccc2)n(C)c1=O | -20.6%
Cn1nccc1-c1ccc2ncn(-c3ccc(F)cc3F)c(=O)c2n1 | 39.8µM*

With a hit mark in KDM5B inhibitor, of those listed so far:
molecule | KDM5B inhibitor
Cn1cc(CN2CCc3ccccc32)ccc1=O | 10µM*
Cn1nccc1-c1ccc2ncn(-c3ccc(F)cc3F)c(=O)c2n1 | 39.8µM*

The list continues.
molecule | KDM5B inhibitor
Cc1nc(NC(C)C)sc1C(=O)NCC(C)C | 17.3%
COc1ccc(C(=O)N2CCCC3(C2)Nc2cccnc2NC3=NCc2ccccc2)cn1 (stereo unspecified) | ?
CCCN(CCC)C(=O)Cn1c(=O)n(-c2cccc(OC)c2)c(=O)c2c3c(sc21)CCCC3 | ?
C=CCN(Cc1cccs1)C(=O)c1ccncc1 | 26.0%
CCOC(=O)c1c(NC(=O)c2noc3c2CC(C(C)(C)C)CC3)sc2c1CCCC2 (stereo unspecified) | 9.6%
C/C(=C/C(=O)NCC1CCN(Cc2cccs2)CC1)C1CC1 | -8.8%
Cc1noc(C)c1S(=O)(=O)N1CCCCC1CCn1cccn1 (stereo unspecified) | 17.7%
C=CCOc1ccc(CNc2ccc(Oc3ccccc3)cc2)cc1OC | -20.3%
O=C(N/N=C/c1ccc([N+](=O)[O-])s1)C1CCCCC1 | 1.0%
CCn1c(=O)c2cc(C(=O)Nc3ccc(OC)cc3OC)sc2c2ccccc21 | ?
COc1ccccc1N1CCN(CC(O)COc2ccc(Cl)c(C)c2)CC1 (stereo unspecified) | ?
Cc1ccc(-n2ncc(C(=O)NCCCN3CCCCC3)c2C2CCN(C(=O)OC(C)(C)C)CC2)c(C)c1 | -2.7%
CCCCCCOc1ccc(OC(=O)c2cncc(Br)c2)cc1 | 21.4%
COc1cc(CN(C(=O)c2oc3ccccc3c2C)C2CCS(=O)(=O)C2)cc(OC)c1OC (stereo unspecified) | 5.7%
CCN(Cc1ccc(OC)c(F)c1)C(=O)CN1CCC(c2nc3ccccc3s2)CC1 | 10.9%
Cc1ccccc1-c1nc2c3c(-c4ccccc4)c(-c4ccccc4)oc3ncn2n1 | -57.6%
Cc1ccc(NC(=O)Cn2c(N3CCCCC3)nc(C)c(C)c2=O)c(C)c1 | 3.7%
Cc1cc(C)cc(NC(=O)Nc2cc(-c3ccccc3)nn2C)c1 | 2.6%
COc1cccc(CC(=O)N2CCCC(c3nc(-c4ccccc4)no3)CCNC(=O)CC2)c1 (stereo unspecified) | -26.4%
Cc1cc(C)cc(NC(=O)c2ccc3nsnc3c2)c1 | 21.2%
Cc1ccc(NC(=O)Cn2c(=O)n(CCC(=O)NCc3ccccc3Cl)c(=O)c3ccccc32)c(C)c1 | -43.5%
COc1ccc(CN2C=C(C(=O)OCc3noc(-c4ccc(C)c(C)c4)n3)C(C)=NS2(=O)=O)cc1 | -13.8%
CC(=O)Nc1cccc(NC(=O)CSc2ccc(-c3sc(-c4ccccc4)nc3C)nn2)c1 | ?
COc1ccccc1N1CCN(C(=O)[C@@H]2Cc3c[nH]c4cccc(c34)[C@H](CC(C)C)N2)CC1 | ?
COCC(=O)N[C@@H]1CN(Cc2cccc(OC)n2)CC[C@@H]1c1nc(C)no1 | -29.4%
Cc1noc(C)c1Cn1cc2c3c(cccc31)[C@H](CC(C)C)N[C@H](C(=O)O)C2 | ?
CCN(CC)c1ccc(Nc2nc(-c3sc(NC(=O)c4ccccc4)nc3C)cs2)cc1 | -27.4%
O=C(NCc1ccc(Cl)cc1)C1CCN(S(=O)(=O)c2cccs2)CC1 | -4.0%
CN1C(=O)c2cccn2CC1CNC(=O)c1cccn1C (stereo unspecified) | 22.2%
O=C(NCc1nnc2cc(-c3nc(C4CC4)no3)ccn12)c1ccc(Cl)cc1 | ?
COc1cccc(/C=N/NC(=O)Cn2cnc3c2c(=O)n(C)c(=O)n3C)c1 | 17.3%
NC(=O)Nc1ccc(C(=O)OCC(=O)N2CCCC2=O)cc1 | -4.3%
CCCCSCCCNC(=O)c1cn(CC)c2ccc(S(=O)(=O)N(C)C3CCCCC3)cc2c1=O | -22.2%
O=C(NCCc1ccc(Cl)cc1)c1ccc2c(c1)N(Cc1ccc(Cl)cc1)C(=O)CS2 | -4.2%
O=C(c1cnco1)N(CC1CCN(Cc2ccccc2F)CC1)CC1CCCO1 (stereo unspecified) | -18.3%
COc1cc(NC(=O)N2CCC3(CC2)N=C(c2cccc(Cl)c2)C(=O)N3)cc(OC)c1OC | 5.0%
CCCCOc1ccc(C(=O)Oc2cccnc2)cc1 | 6.0%
CN1C(=O)CCCCC1C(=O)NCCc1c[nH]c2ccccc12 (stereo unspecified) | 18.8%
CCc1ccccc1NNC(=O)CCc1ccccc1 | 29.4%
CNC(=S)NNc1nc(C)cc(C)n1 | -0.2%
O=C(c1cc2ccccc2oc1=O)N1CCC(Cc2ccccc2)CC1 | 7.1%
Cc1c(NC(=O)Cc2ccc(F)cc2)cccc1-c1nc2cccnc2s1 | -21.7%
Cc1cccnc1C(=O)N1C[C@@H](CO)[C@H](c2ccccn2)C1 | -0.6%
O=C(NCCN1CCCC1)c1nnn2cc(-c3ccccc3)[nH]c(=O)c12 | 2.51µM*
O=C(COC(=O)c1cc(-c2cccs2)nc2ccccc12)c1ccc(Br)cc1 | ?
COc1cccc(CN2CCNc3cc(Nc4cccnc4)ncc3C2)c1 | -4.9%[86.2 µM]
CCCn1cc(-c2ccncc2)cc1C(=O)NC(C)c1ccc(OC)cc1 (stereo unspecified) | -21.0%
CC(C)N(Cc1nccn1C)C(=O)c1cc(Cn2cnc3ccccc32)[nH]n1 | -18.8%
Cc1cc(C(=O)N[C@H]2[C@H](O)[C@H](O)C[C@@H]2c2ccc(N3CCOCC3)nc2)n(C)n1 | ?
CN(Cc1ccc(-c2ccccc2)cc1)C(=O)C1CC1 | -9.3%[86.2 µM]

Later entries
molecule | KDM5B inhibitor
Cc1ccccc1N1Cc2c(NCCOc3ccccc3)ncnc2N(C)CC1=O | 4.7%
COc1ccc(-c2cc(C(=O)NCc3ccc(F)cc3)c3c(-c4ccc(F)cc4)[nH]nc3n2)cc1OC | ?
O=C(COc1ccccc1)Nc1ccncc1Cl | 21.3%
CCN(C(=O)C(Sc1ccccc1)c1ccccc1)C1CCCCC1 (stereo unspecified) | 0.3%
COc1ccc(OC)c(S(=O)(=O)N2CCC(c3ccncc3)CC2)c1 | -9.5%
Cc1ccc([N+](=O)[O-])cc1S(=O)(=O)Nc1cccc(C#Cc2cccs2)c1 | -39.2%
O=C(c1ccsc1)N1CCN(c2cc(-c3ccc(Cl)cc3)[nH]n2)CC1 | 5.8%
CCOc1ccc(CCNC(=O)CCc2cn(Cc3ccc(F)cc3)c3ccccc23)cc1 | ?
Cc1ccc(/C=N/NC(=O)c2ccccc2C)cc1 | 2.3%
COc1ccccc1CC(=O)NC1CCN(c2cnn(CC3CC3)c(=O)c2)CC1 | 14.9%
CCOC(=O)c1c(C)sc(-c2c(-c3ccccc3)[nH]c3[nH]c(=O)[nH]c(=O)c23)c1O | -29.0%
N#Cc1cc(C(=O)c2cc(Cl)ccc2O)cn(C2CC2)c1=O | -0.7%
Cc1ccnc(NC(=O)CCc2ncc(-c3ccc(F)cc3F)o2)c1 | 7.4%
COc1ccc(-c2ccc3ncc(Nc4ccc(C(N)=O)cc4)n3n2)cc1OC | -18.4%[86.2 µM]
Cc1ccc(-n2nc(-c3c(C)nc4scc(CC(=O)N5CCOCC5)n4c3=O)cc2C)cc1 | ?
Cc1nn(C)c(C)c1Nc1ccc(N2C(=O)C3C4C=CC(C4)C3C2=O)cc1[N+](=O)[O-] (stereo unspecified) | 17.6%
CC(C)c1ccc(N2C(=O)N[C@@H]3CCN(C(=O)C4CCCC4)[C@@H]3C2=O)cc1 | -13.4%[86.2 µM]
COc1ccc2c(c1)c(C(=O)O)c(C)n2-c1ccccc1 | ?
CC(C)Cn1nc(C(=O)NCc2ccccc2F)c2ccccc2c1=O | 8.4%
CC(NC(=O)C12CC3CC(CC(Cl)(C3)C1)C2)c1cccc(Cl)c1 (stereo unspecified) | 17.3%
COc1ccc2c(=O)c(-c3ccc(OC)c(OC)c3)c(C)oc2c1 | 26.0%

These rows are one share of the data (hit frequency here may not be typical).
